# Assay outcomes from PubChem.
# TRPC4 agonist: activators of mouse TRPC4 channel; B-score at 10 µM; 310,000 compounds, 0.49% hits; HEK293 TRPC4beta/mu-opioid, Fluo4 calcium fluorescence; stronger effect = higher value;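 active = B-score above 5 SD of library B-scores, and initial fluorescence ratio not above library mean plus 5 SD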;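 note: positive B-score marks a calcium rise read as TRPC4 activation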
#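 Material: HEK293 stable line with TRPC4beta plus mu-opioid receptor; technique: Fluo4 calcium-sensitive dye fluorescence, kinetic, 1 Hz baseline; timing: Fluo4 dye loading 45 min at room temperature, 110 s recording; controls: assay buffer as low control, maximal DAMGO as high control; read-out: integrated baseline-normalised fluorescence ratio, converted to per-well B score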
# HIF activator: HIF pathway transcriptional activation; U2OS HRE-luciferase reporter, luminescence; normalized: DMSO 0%, desferrioxamine 100%; activation, % at 7.5 µM (by protocol); 300,000 compounds, 0.32% hits;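 active = mean activation of at least 10% of the iron chelator positive control signal, with at least half of replicates also reaching 10%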
# PolyA inh: blocks polyadenylation in yeast reporter cells. S. cerevisiae SKY197-pL101 polyadenylation reporter, beta-gal luminescence; efflux-impaired pdr1/pdr3 knockout yeast; score 100 = 6 SD above DMSO. calls only at 12 µM. 300,000 compounds, 0.02% hits. AID 1875;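 active = lowest replicate activity score at least 50, where 100 means six control SD above control mean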;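 note: yeast exposed to compound for 9 h at 30 °C; higher score means more reporter readthrough which indicates perturbed polyadenylation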
# TRPC4 potent: allosterically enhances the mouse TRPC4 cation channel. 310,000 compounds, 0.42% hits. Q9QUQ5. AID 2227. HEK293 TRPC4beta/mu-opioid, DAMGO EC20, Fluo-4 Ca2+ flux; stronger effect = higher value. B-score at 10 µM;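 active = B-score of calcium response area above 5 SD of library B-scores, with initial fluorescence ratio within 5 SD of library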;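 note: B-score of integrated fluorescence ratio over time as area under calcium response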
# MrgX1 antagonist: antagonists of human MrgX1 receptor; MRGX1-HEK293 calcium flux, Fluo-4, BAM8-22 antagonism; stronger effect = lower value; B-score at 10 µM; 310,000 compounds, 1.3% hits; AID 588676;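 active = calcium-response B-score plate-corrected more than 3 library SD below zero, starting fluorescence within 5 deviations, no agonist response on first addition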;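 note: peak minus trough fluorescence over baseline after final BAM8-22 challenge near maximal dose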
# MrgX1 allo act: human MrgX1 positive allosteric modulation, primary screen; 310,000 compounds, 0.63% hits; Q96LB2; MrgX1-HEK293, Fluo-4 calcium flux, FDSS; stronger effect = higher value; B-score at 10 µM; AID 588675;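 active = plate-corrected calcium response at least 3 library SD above typical, normal starting fluorescence, not activating the receptor alone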;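 note: compound read alongside a low EC10 to EC30 dose of BAM8-22 agonist; peak minus trough fluorescence over baseline measured at the second addition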
# MrgX1 agonist: activates human MrgX1 receptor signaling; Q96LB2; MrgX1-HEK293 cells, Fluo-4 calcium fluorescence, agonist mode; stronger effect = higher value; B-score at 10 µM; 310,000 compounds, 0.44% hits;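 active = calcium response B-score plate-corrected fluorescence ratio at least 3 library SD, with starting fluorescence B-score inside 5 SD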
#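 times = overnight plating, then 30 min 37 °C plus 30 min room-temperature dye loading | assay system = stable human MrgX1 HEK293 cell line | input = fifteen thousand cells per well | signal = kinetic calcium dye fluorescence, Fluo-4 NW | dosing = compound delivered in addition one of three | read-out = B-scored fluorescence response ratio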
# TRPC6 activator: activators of mouse TRPC6 channel; Q61143; HEK293-TRPC6 membrane potential dye fluorescence; stronger effect = higher value; B-score at 10 µM; 310,000 compounds, 0.13% hits;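 active = B-score of the integrated fluorescence ratio above library mean plus 3 SD, and starting fluorescence ratio within library mean plus 5 SD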;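 note: higher score means more depolarization so channel activation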
# Target sequence (Q61143 whole entry, looked up): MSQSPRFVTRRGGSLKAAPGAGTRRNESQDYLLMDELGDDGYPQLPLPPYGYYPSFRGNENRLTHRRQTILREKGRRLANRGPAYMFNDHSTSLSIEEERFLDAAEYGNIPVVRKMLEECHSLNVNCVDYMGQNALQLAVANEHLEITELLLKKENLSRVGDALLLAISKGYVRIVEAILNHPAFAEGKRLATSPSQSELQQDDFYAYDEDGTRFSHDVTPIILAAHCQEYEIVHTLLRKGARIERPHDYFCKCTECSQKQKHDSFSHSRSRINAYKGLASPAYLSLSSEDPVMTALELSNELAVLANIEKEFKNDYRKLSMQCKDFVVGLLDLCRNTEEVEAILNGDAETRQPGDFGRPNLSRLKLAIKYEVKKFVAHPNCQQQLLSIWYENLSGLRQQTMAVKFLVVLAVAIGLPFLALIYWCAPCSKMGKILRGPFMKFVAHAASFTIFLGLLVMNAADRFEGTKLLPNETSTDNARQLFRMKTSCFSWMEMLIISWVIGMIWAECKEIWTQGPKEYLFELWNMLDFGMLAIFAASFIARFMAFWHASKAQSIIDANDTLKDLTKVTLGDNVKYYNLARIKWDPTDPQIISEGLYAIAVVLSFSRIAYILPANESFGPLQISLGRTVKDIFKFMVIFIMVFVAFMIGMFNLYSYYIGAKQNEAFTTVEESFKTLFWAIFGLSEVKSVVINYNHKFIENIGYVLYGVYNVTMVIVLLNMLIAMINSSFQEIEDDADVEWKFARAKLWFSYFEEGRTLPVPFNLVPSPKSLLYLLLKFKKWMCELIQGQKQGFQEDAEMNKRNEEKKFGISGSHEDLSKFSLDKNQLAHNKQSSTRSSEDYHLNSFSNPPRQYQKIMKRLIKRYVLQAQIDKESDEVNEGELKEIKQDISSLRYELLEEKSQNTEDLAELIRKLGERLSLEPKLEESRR
# TRPC4 block: blocks the mouse TRPC4 cation channel; HEK293 TRPC4beta/mu-opioid, DAMGO-evoked Fluo4 calcium flux; stronger effect = lower value; AID 2247; 300,000 compounds, 0.39% hits; B-score at 10 µM;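 active = B-score over 3 SD under the library average, no early fluorescence shift, positive overall ratio signal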
#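 Test system – stable TRPC4beta/mu-opioid receptor HEK293 cells · Probe or stimulus – DAMGO, a submaximal dose followed by a maximal one · Dosing – one concentration per compound · Signal – Fluo4 calcium fluorescence by kinetic imaging, 5 s 1 Hz baseline · Evaluation – per-well B score of integrated baseline-normalized Fluo4 ratio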
# AI-2 QS modul: modulates the Vibrio harveyi AI-2 quorum sensing system; AID 2094; Vibrio harveyi JMH597 AI-2 luminescence/OD600 ratio, 9 h; stronger effect = lower value; strain lacks LuxN and CqsS sensors; 0 = neutral-control median; 300,000 compounds, 0.4% hits; activity change, % at 7.5 µM; in the data active = activity change below about -75%, passing the limit was not always enough;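 note: luminescence divided by OD600 gain over 9 h not by final OD600 alone; inactives centre near 13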
# TRPC6 inhibitor: mouse TRPC6 channel inhibition | Q61143 | HEK293-TRPC6, membrane potential dye, ACh-evoked depolarization; stronger effect = lower value | B-score at 10 µM | 310,000 compounds, 1.1% hits | AID 2553;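 active = B-score under library mean minus 3 SD, initial fluorescence not abnormally high, positive integrated signal ratio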;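 note: B-score derived from integrated fluorescence ratio over the kinetic read; more negative B-score means stronger inhibition of depolarization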
# * marks the source's active call; other numbers are inactive results; i = inactive; . = no result given. This is a subset. The share of hits here may be higher or lower than overall.
SMILES	TRPC4 agonist	HIF activator	PolyA inh	TRPC4 potent	MrgX1 antagonist	MrgX1 allo act	MrgX1 agonist	TRPC6 activator	TRPC4 block	AI-2 QS modul	TRPC6 inhibitor
O=C(CCS(=O)(=O)c1cccc2nsnc12)N1CCN(Cc2ccc3c(c2)OCO3)CC1	i	0.1	i	i	i	i	i	i	i	33	i
Nc1nc2ccc([N+](=O)[O-])c(N)c2s1	i	-1.0	i	i	i	i	i	i	i	19	i
COc1ccccc1NC(=O)c1ccc(Cl)c(S(=O)(=O)N2CCOCC2)c1	i	-0.1	i	i	i	i	i	i	i	4	i
O=C(NCC1OCCc2ccccc21)C1COc2ccccc2O1 (stereo not given)	i	-0.4	i	i	i	i	i	i	i	12	i
O=C(COc1ccccc1Br)N1CCN(c2ccccc2)CC1	i	0.7	i	i	i	i	i	i	i	17	i
O=C(O)/C(=C\C(=O)c1ccccc1)Nc1ccccc1	i	2.1	i	i	i	i	i	i	i	16	i
CC(NC(=O)c1cc(-c2ccncc2)nc2ccc(Cl)cc12)C1CCCO1 (stereo not given)	i	-0.1	i	i	i	i	i	i	i	15	i
CC1CCCN(C2(O)C(=O)Nc3c(C(F)(F)F)cccc32)C1 (stereo not given)	i	0.1	i	i	i	i	i	i	i	10	i
S=C(N/N=C/c1ccc2c(c1)OCO2)NC1CC2CCC1C2 (stereo not given)	i	3.4	i	i	i	i	i	i	i	-10	i
COc1ccc(OC)c(NC(=O)CCCNC(=O)c2ccc(Cl)cc2)c1	i	-0.6	i	i	i	i	i	i	i	6	i
COC(=O)CNS(=O)(=O)c1ccc(C)cc1	i	1.1	i	i	i	i	i	i	i	7	i
O=C(NCC1CCCO1)C(=O)N/N=C/c1cc(Cl)ccc1O (stereo not given)	i	0.1	i	i	i	i	i	i	i	-90*	i
CCN(CC(=O)N1CCCCCC1)S(=O)(=O)c1ccc(C)cc1	i	-0.8	i	i	i	i	i	i	i	29	i
COc1ccc(CNC(=O)CN(c2ccc(C)cc2)S(=O)(=O)c2c(C)nn(C)c2C)cc1	i	0.0	i	i	i	i	i	i	i	-3	i
CCOC(=O)c1c(-c2ccc(OC)cc2)csc1/N=C/C1C(=O)CCCC1=O	i	-0.4	i	i	i	i	i	i	i	11	i
COc1ccccc1-c1noc(CCC(=O)Nc2ccccc2Cl)n1	i	-0.5	i	i	i	i	i	i	i	29	i
Cc1noc(C)c1C(=O)OC(C)C(=O)Nc1ccc(S(=O)(=O)NC(C)C)cc1 (stereo not given)	i	-0.4	i	i	i	i	i	i	i	20	i
CCN(Cc1ccccc1)C(=O)C1CCC(CNc2c(N3CCOCC3)c(=O)c2=O)CC1 (stereo not given)	i	-0.1	i	i	i	i	i	i	i	35	i
CC(C)c1ccc(CN2C(=O)NC3(CCCCCC3)C2=O)cc1	i	-0.4	i	i	i	i	i	i	i	35	i
COc1cccc(NC(=O)CNC(=O)c2ccc([N+](=O)[O-])cc2)c1	i	.	i	i	i	i	i	i	i	22	i
OCCN(Cc1ccccc1)C(=S)Nc1ccc(F)cc1	i	-0.3	i	i	i	i	i	i	i	5	i
CNc1c(NS(=O)(=O)c2ccc(C3CCCCC3)cc2)c(=O)oc2ccccc12	i	-2.3	i	i	i	i	i	i	i	8	i
O=C(CN1C(=O)/C(=C2\SC(=S)N(CCS(=O)(=O)O)C2=O)c2ccccc21)Nc1cccc(Br)c1	i	-0.4	i	i	i	i	i	i	i	22	i
CCOC(=O)c1cc(NC(=O)C2C3C=CC(O3)C2C(=O)O)cc(C(=O)OCC)c1 (stereo not given)	i	1.5	i	i	i	i	i	i	i	6	i
Cc1ccc(CSc2nc3c(c(=O)[nH]c(=O)n3C)n2CCC(C)C)cc1	i	0.0	i	i	i	i	i	i	i	25	i
O=C(Nc1c2c(nn1-c1ccc([N+](=O)[O-])cc1)CS(=O)(=O)C2)c1ccccc1F	i	-0.3	i	i	i	i	i	i	i	12	i
CNC(=S)N/N=C/c1ccc(OCC(=O)Nc2c(C)cc(C)cc2C)c(OC)c1	i	-1.1	i	i	i	i	i	i	i	15	i
CC(C(=O)NCc1cccs1)N1C(=O)c2ccccc2C1=O (stereo not given)	i	0.0	i	i	i	i	i	i	i	5	i
COC(=O)c1ccccc1S(=O)(=O)N(CCCN1CCOCC1)Cc1cccs1	i	-1.3	i	i	i	i	i	i	i	14	i
Cc1ccc(NC(=O)C2CCCN(S(=O)(=O)c3cccs3)C2)cc1 (stereo not given)	i	-0.3	i	i	i	i	i	i	i	-21	i
COc1ccc2c(c1)C(c1ccccc1)=NNC(c1ccco1)=N2	i	-0.2	i	i	i	i	i	i	i	38	i
COc1ccc(CCNC(=O)CSc2nc(O)c(CC(C)C)c(=O)[nH]2)cc1OC	i	-0.5	i	i	i	i	i	i	i	15	i
O=C(C/C=N\OCc1ccc([N+](=O)[O-])cc1)Nc1ccc(F)cc1F	i	-0.2	i	i	i	i	i	i	i	5	i
COc1ccc(/C=N/NC(N)=S)cc1OC(=O)c1cccc2ccccc12	i	2.1	i	i	i	i	i	i	i	12	i
Cc1cccc(C(=O)Nc2ccc3ccccc3c2)c1	i	-7.5	i	i	i	i	i	i	i	27	i
CCN(CC(=O)NCc1cccs1)c1nnnn1-c1ccccc1	i	-0.3	i	i	i	i	i	i	i	29	i
NCCSc1c(-c2ccc(Cl)cc2)[nH]c2ccccc12	129*	1.6	i	i	i	i	i	i	i	-10	-6.7*
CCOC(=O)c1ccc(NC(=S)N2CCN(CCO)CC2)cc1	i	0.1	i	i	i	i	i	i	i	11	i
O=C1N=C(N2CCCC2)S/C1=C\c1cccc(Br)c1	i	1.8	i	i	i	i	i	i	i	18	i
CCN(CC)S(=O)(=O)c1ccc(/C=C/C(=O)OCC(=O)Nc2cccc3ccccc23)cc1	i	0.1	i	i	i	i	i	i	i	9	i
COc1ccc(/C=C2\Oc3cc(OCC(=O)N4CCC[C@H]4C(=O)O)ccc3C2=O)c(OC)c1OC	i	0.2	i	i	i	i	i	i	i	16	i
C=CCN1c2ccccc2[C@]23C[C@@H](C(=O)OC)N(C(=O)c4cc(C)oc4C)C2=NC(C(=O)OC)=C(C(=O)OC)[C@H]13	i	-0.3	i	i	i	i	i	i	i	7	i
Cc1ccc(-c2nnc(-c3ccc(NC(=O)Cc4cccs4)cc3)o2)cc1	i	-1.0	i	i	i	i	i	i	i	10	i
Nc1c(C(=O)c2ccccc2)oc2ccc([N+](=O)[O-])cc12	i	2.5	i	i	i	i	i	i	i	-5	i
CC(C)NC(=O)CN(CCc1ccccc1)S(C)(=O)=O	i	-0.3	i	i	i	i	i	i	i	7	i
Cc1cc(OCc2cc(C(=O)N(C)CCOc3ccccc3)no2)cc(C)c1Cl	i	-0.2	i	i	i	i	i	i	i	18	i
CCOc1ccc(S(=O)(=O)N2CCC(C(=O)N3CCN(C)CC3)CC2)cc1Cl	i	-0.2	i	i	i	i	i	i	i	18	i
O=C(NCc1ccc2c(c1)OCO2)C1CCCN1C(=O)Nc1ccc(Cl)cc1 (stereo not given)	i	-0.3	i	i	i	i	i	i	i	-8	i
COc1ccc(/C=C/C(=O)Oc2cccc(/C=N/NC(=O)Cc3ccc(Br)cc3)c2)cc1	i	0.9	i	i	i	i	i	i	i	-16	i
CCOc1ccc(/C=C/C(=O)Nc2ccc(N3CCOCC3)cc2)cc1	i	-0.1	i	i	i	i	i	i	i	17	i
O=C(NC(=S)NNC(=O)c1cccs1)c1ccco1	i	0.1	i	i	i	i	28*	i	i	-4	i
CCOC(=O)c1ccc(NC(=O)CSc2nnc(NC(=O)c3ccc(S(=O)(=O)N4CCOCC4)cc3)s2)cc1	i	-0.6	i	i	i	i	i	i	i	11	i
COC(=O)c1sccc1NC(=O)Cn1nnc(-c2ccc(C)cc2)n1	i	0.2	i	i	i	i	i	i	i	29	i
CN(C(=O)CCNC(=O)Cn1ccc2ccccc2c1=O)c1ccc(Br)cc1	i	0.2	i	i	i	i	i	i	i	-5	i
COc1ccc(-c2nnc(SCC(=O)N/N=C/c3ccccc3C(=O)O)n2-c2ccccc2)cc1	i	2.0	i	i	i	i	i	i	i	11	i
CC1(C(=O)OCC(=O)NCCNC(=O)COC(=O)C2(C)CC2(Cl)Cl)CC1(Cl)Cl (stereo not given)	i	-0.3	i	i	i	i	i	i	i	7	i
NS(=O)(=O)c1ccc(NC(=S)Nc2ccc(Br)c(Cl)c2)cc1	i	1.0	i	i	-5.4*	i	i	i	i	32	i
Cc1ccccc1NS(=O)(=O)c1ccc2c3c(cccc13)C(=O)N2C	i	0.0	i	i	i	i	i	i	i	4	i
CSc1ccccc1C(=O)Nc1ccc(C)c(C)c1	i	3.4	i	i	i	i	i	i	i	10	i
CC(=O)C1C(=O)c2c(cccc2[N+](=O)[O-])C1=Nc1ccc(S(N)(=O)=O)cc1 (stereo not given)	i	0.2	i	i	i	i	i	i	i	1	-9.7*

# Later entries.
SMILES	TRPC4 agonist	HIF activator	PolyA inh	TRPC4 potent	MrgX1 antagonist	MrgX1 allo act	MrgX1 agonist	TRPC6 activator	TRPC4 block	AI-2 QS modul	TRPC6 inhibitor
COC(=O)c1ccc(N2C(=O)CC(N3CCOCC3)C2=O)cc1 (stereo not given)	i	0.2	i	i	i	i	i	i	i	12	i
CCc1ccc(NC(=O)CCc2nnc3ccc(N4CCC5(CC4)OCCO5)nn23)cc1	i	0.2	i	i	i	i	i	i	i	11	i
CC1CN(C(=O)CCC(=O)NCCc2ccccc2)c2ccccc2O1 (stereo not given)	i	1.0	i	i	i	i	i	i	i	7	i
COc1cc(/C=N/NC(=S)Nc2cccc(S(=O)(=O)N(C)C)c2)cc(OC)c1O	i	-0.4	i	i	i	i	i	i	i	33	i
